CF NFkB block: inhibitors of cystic fibrosis induced NF-kB; KKLEB NF-kB-GFP reporter, PAF-induced, GFP fluorescence overnight; inhibition, % at 5 µM; 360,000 tested, 0.86% active; AID 588850;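 active = at least 50% inhibition at 5 µM, scaled per plate between neutral and stimulator controls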;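 also: PAF is a Pseudomonas aeruginosa culture filtrate used as stimulus; plate controls were PAF-stimulated DMSO wells for no effect and unstimulated DMSO wells for full effect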
MITF TRPM1 inh: reduces MITF-dependent TRPM1 promoter luciferase signal | SK-MEL-5 TRPM1 promoter luciferase, 24 h | inhibition, % at 12.5 µM | 330,000 tested, 0.83% active;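 active = mean inhibition across replicates of 60% or more, whatever share of single replicates reaches that level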; also: values of inactives mirror those of a sister screen read the other way
CaV13 ICDI inh: Disruptors of the CACNA1D IQ motif to Ca2+-dependent inactivation inhibitor domain association, primary screening, Förster resonance energy transfer in intact living …; HEK cells, CFP/YFP FRET ICDI-IQ, plate reader, 10 min; percent FRET-ratio fall versus neutral wells; inhibition, % at 12.3 µM; AID 743397; 340,000 tested, 0.098% active;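 active = mean replicate inhibition of at least 30% and at least 1% of replicates passing that level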;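 also: 0% = median of the neutral control wells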
PDI inh: blocks human protein disulfide isomerase activity | P07237 | PDI insulin aggregation turbidity, A650, 90 min | inhibition, % at 10 µM | 350,000 tested, 0.052% active | AID 588391;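 active = mean inhibition across replicates of 30% or more, whatever share of single replicates reach that level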;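 also: absorbance from insulin aggregation driven by PDI reduction with DTT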
Target sequence (P07237 whole entry, looked up): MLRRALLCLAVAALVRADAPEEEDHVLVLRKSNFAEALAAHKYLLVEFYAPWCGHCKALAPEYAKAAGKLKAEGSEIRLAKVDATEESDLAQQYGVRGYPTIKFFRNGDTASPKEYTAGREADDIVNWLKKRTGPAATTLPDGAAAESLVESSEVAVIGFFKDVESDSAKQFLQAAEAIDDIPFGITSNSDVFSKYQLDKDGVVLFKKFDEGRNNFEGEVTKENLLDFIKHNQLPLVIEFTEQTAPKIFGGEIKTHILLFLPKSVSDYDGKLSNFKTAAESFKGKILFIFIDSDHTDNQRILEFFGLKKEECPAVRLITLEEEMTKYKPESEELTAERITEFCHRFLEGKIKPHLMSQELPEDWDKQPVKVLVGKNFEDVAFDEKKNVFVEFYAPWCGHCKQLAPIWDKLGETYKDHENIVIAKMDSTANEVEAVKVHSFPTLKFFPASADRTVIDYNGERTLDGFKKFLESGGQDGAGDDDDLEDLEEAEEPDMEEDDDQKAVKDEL
KKLEB cytotox: counter-screen for CF NF-kB inhibitors: cytotoxicity; KKLEB CF airway cells viability, ATPlite luminescence, overnight; active compounds read low; cells stimulated with P. aeruginosa culture filtrate; activity change (cytotoxicity), % at 5 µM; 360,000 tested, 0.36% active;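 active = corrected activity change at or below -50% at 5 µM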
Peg3 promoter: Peg3 promoter activity inhibition. inhibition, % at 20 µM. AID 588405. HeLa PEG-Prom luciferase reporter, luminescence, overnight. 360,000 tested, 1.7% active;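 active = inhibition of at least 50% at 20 µM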
Shn3 3UTR inh: inhibitors of Schnurri-3 3'UTR reporter in osteoblasts | Clone20 osteoblast Shn3 3'UTR firefly luciferase, 24 h | inhibition, % at 12.5 µM | 360,000 tested, 0.52% active;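 active = mean inhibition of at least 75% with every replicate also reaching 75%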;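 also: 0% = median of neutral control wells and 100% = pilot-screen positive control compound; some compounds past the cut are filed as inactive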
NR2E3 ag-1: NR2E3 (human) agonism; GST-NR2E3/biotin-RetCOR TR-FRET, 1536-well; inhibition of corepressor binding, % at 4.78 µM; 320,000 tested, 0.12% active; AID 2300;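 active = percent inhibition above the cutoff of mean plus 3 SD of all tested compounds, set per screening campaign, cut at about 20% in these data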;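 also: 0% = DMSO wells and 100% = biotin wells as full block of FRET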
Target sequence (Q9Y5X4 whole entry, looked up): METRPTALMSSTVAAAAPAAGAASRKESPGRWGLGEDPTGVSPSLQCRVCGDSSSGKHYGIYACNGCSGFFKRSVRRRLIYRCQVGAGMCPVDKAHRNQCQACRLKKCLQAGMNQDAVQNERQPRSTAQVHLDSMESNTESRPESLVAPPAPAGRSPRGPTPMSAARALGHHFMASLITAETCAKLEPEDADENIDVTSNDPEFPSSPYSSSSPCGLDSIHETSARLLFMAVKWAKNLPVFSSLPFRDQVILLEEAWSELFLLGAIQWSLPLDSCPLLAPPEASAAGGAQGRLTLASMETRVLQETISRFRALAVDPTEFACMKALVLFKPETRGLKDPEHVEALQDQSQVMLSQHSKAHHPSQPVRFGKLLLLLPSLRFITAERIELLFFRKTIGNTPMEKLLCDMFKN
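Material: NR2E3–RetCOR corepressor complex / Incubation: Compound–protein incubation for 5 h at 4 °C / Dosing: compound at 4.8 µM, single dose / Detection: time-resolved FRET / Benchmarks: high control biotin, low control 0.6% DMSO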
NR2E3 ag-2: human photoreceptor-specific nuclear receptor agonism. Q9Y5X4. inhibition of corepressor binding, % at 3.98 µM. CHO-S Gal4-NCOR/VP16-NR2E3 two-hybrid, luciferase. 360,000 tested, 0.35% active. AID 602229;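 active = inhibition above the mean of all tested compounds plus 3 SD, cut at about 70% in these data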;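 also: 0% = DMSO with NR2E3 transfected cells and 100% = cells lacking NR2E3 construct; higher means lower luciferase signal from less NR2E3 corepressor binding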
HIF-2a block: blocks HIF-2a reporter activity. 360,000 tested, 0.72% active. AID 624352. inhibition, % at 18.8 µM. 786-0 RCC cells HIF-2a reporter, luciferase luminescence, overnight;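 active = inhibition of the luminescence signal of 40% or more relative to plate controls, in a single-dose primary screen at 18.75 µM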
Vif imaging: inhibitors of HIV Vif; HEK293T cells, Vif self-association by quenched fluorescence, imaging, 24 h; inhibition, % at 7.49 µM; 340,000 tested, 0.35% active; AID 602346; in the data active = inhibition above about 50%, passing the limit was not always enough; also: some results filed as inactive read as strong as hits
Starred values were filed as active, the others as inactive; · = no result given; & = joins results of further samples.

Every second line gives: NR2E3 ag-1	Peg3 promoter	PDI inh	MITF TRPM1 inh	Vif imaging	CF NFkB block	Shn3 3UTR inh	KKLEB cytotox	HIF-2a block	CaV13 ICDI inh	NR2E3 ag-2
CSc1ccccc1OCc1cc(C(=O)N2CCN(C)C(c3ccccc3)C2)no1 (configuration not stated)
→ 3	-33	0	-13	-13	-4	21	-3	-88	-3	-21
CCC(C)N(C(=O)CSc1nc(-c2ccccc2)cs1)C1CCS(=O)(=O)C1 (configuration not stated)
→ -2	-10	9	-3	1	-4	-9	-2	-5	·	8
CCCn1nnc(NC(=O)c2ccc3c(c2)OCO3)n1
→ 3	-127	-3	-27	-1	5	-69	-2	-178	-5	-98
Cc1cccc(N2CCN(C(=O)CN3CCOc4ccccc43)CC2C)c1 (configuration not stated)
→ -1	7	·	·	8	13	-6	-12	4	-6	-7
Cc1cc(NC(=O)c2ccc(C)s2)n(-c2ccccc2)n1
→ 2	-1	7	-3	-6	-2	-18	-10	-5	-5	-3
COc1cccc(CN2CC(C(=O)NCc3ccc(Cl)s3)CCC2=O)c1 (configuration not stated)
→ ·	-10	12	9	2	-12	-2	-10	-1	-2	4
CCN(c1ccccc1)S(=O)(=O)c1ccc(C(=O)Nc2nccs2)cc1
→ 2	-2	-4	-2	-19	-12	7	3	12	·	-4
Cc1cc(C)c(OCCCCN2CCNCC2)c(C)c1
→ 3	-5	10	-6	-4	-6	-7	0	9	-4	2
O=C(NCCCN1CCCC1=O)c1ccc(NS(=O)(=O)c2ccccc2)cc1
→ 1	-5	11	4	-4	32	-30	-3	17	-5	4
CC(C)(C)C(=O)Nc1c2c(nn1-c1ccccc1)CSC2
→ -3	-17	12	-7	-7	-2	-2	-13	8	-13	-12
CCCCC(=O)N1C/C=C\[C@H](c2ccc(OC)cc2)N(Cc2ccc(F)cc2)C(=O)[C@@H]1C
→ 1	7	9	10	-4	17	19	-14	16	-11	0
Cc1ccc(-n2nnc3c(=O)n(Cc4cc(C)ccc4C)cnc32)cc1
→ 2	16	-4	6	1	5	11	-24	-9	-5	1
Cc1ccccc1NC(=O)NCC1CCN(C(=O)OC(C)(C)C)CC1
→ -3	-7	4	-5	-4	5	23	-14	-11	-18	-9
O=C(c1cn(-c2ccccc2)nc1-c1cccs1)N1CCOCC1
→ 4	-5	-3	3	-1	7	7	-4	-19	0	-1
Cc1ccc(-c2cc(C(=O)NCCCN3CCOCC3)no2)cc1
→ 0	0	-4	23	-5	12	21	-20	84*	-6	35
O=C(O)CC(NC(=O)CCC1CCCCC1)c1cc([N+](=O)[O-])ccc1Cl (configuration not stated)
→ -1	-5	-1	5	-5	-22	2	10	7	-4	-27
O=C(O)CCCCCN1C(=O)c2ccc(C(=O)O)cc2C1=O
→ -1	0	-4	-4	-3	-9	-13	-2	14	-6	-6
Cc1ccccc1C(=O)NNc1ccc(-c2csnn2)cc1
→ 2	0	-7	1	-2	6	-2	0	3	-4	5
O=C1c2ccc(Br)cc2C(=O)N1c1ccc(Cl)cn1
→ 1	17	11	6	1	9	-32	-5	17	-4	-23
CC1(c2ccc(Cl)cc2)NC(=O)N(CN2CCOCC2)C1=O (configuration not stated)
→ 2	1	10	17	22	6	3	-12	-1	-3	-25
CN1C2CCC1CC(NS(=O)(=O)c1cc(Cl)c(Cl)cc1Cl)C2 (configuration not stated)
→ 5	12	5	-18	-2	-7	3	2	9	·	-33
CCn1c(N2CCN(C(=O)Nc3ccc(F)cc3)CC2)nc2ccccc21
→ -1	4	6	0	-4	13	14	-22	3	·	7
O=[N+]([O-])c1ncccc1OCc1ccc(Br)cc1F
→ -1	3	2	1	14	-9	1	7	2	-3	-27
COc1cc(/C=N/n2c(C3CCCCC3)n[nH]c2=S)cc(OC)c1O
→ 2	11	2	-17	-2	10	-2	-6	19	-5	-7
CN(C)c1ncnc2c1ncn2[C@H]1CN(CCN2CCOCC2)C[C@@H](CO)O1
→ ·	-17	-2	·	-11	8	-1	5	0	-11	-8
O=C(CNC(=O)c1ccccc1F)c1ccccc1
→ 0	-154	-5	-15	10	0	-37	13	-172	-5	-116
O=C(NCc1cccc(Cl)c1)c1cccc(C(F)(F)F)c1
→ 0	9	5	1	·	-1	-31	8	-14	-7	10
C=CCn1c(SCc2cccc(C#N)c2)nnc1-c1ccccc1O
→ 3	19	·	17	-1	-4	-19	13	22	-2	-9
CCC(=O)Nc1cccc(C(=O)/C=C/c2cc(Br)ccc2OC)c1
→ -1	104*	2	91*	-4	12	-14	6	84*	·	-63
O=C(CNC(=O)c1ccccc1F)N/N=C\C=C\c1ccccc1
→ -4	0	-2	7	7	2	1	9	-12	-6	0
O=C(CSc1ncn[nH]1)NC12CC3CC(CC(C3)C1)C2
→ 1	2	2	6	-4	3	-15	-9	14	·	-30
CC(C)CNS(=O)(=O)c1ccc(OCC(=O)Nc2ccc3c(c2)OCCO3)cc1
→ 2	13	-1	3	·	-18	-5	2	11	-5	15
Cc1c(C(=O)N(C)C)sc2nc(-c3ccccn3)[nH]c(=O)c12
→ -2	-42	1	-7	6	4	-7	-4	-65	-1	-33
CC(=O)NS(=O)(=O)c1ccc(NC(=O)/C=C/c2ccc(C)o2)cc1
→ 3	6	16	-5	8	-7	-6	5	18	-3	-3
CC(=O)N1CCC(C(=O)N2CCN(S(=O)(=O)c3ccc(Cl)s3)CC2)CC1
→ 2	14	11	-8	1	7	14	15	11	-6	-3
O=C(CN1C(=O)NC2(CCCCC2)C1=O)Nc1cccc(S(=O)(=O)N2CCCC2)c1
→ 1	1	6	2	1	-10	-9	-5	2	-2	-13
O=C(CNC(=O)c1cccs1)NCC(=O)OCc1cccc(Cl)c1
→ 1	13	-12	0	-4	15	-19	-8	-22	-14	-18
NC(=O)c1nsc(C(=O)N(c2ccc3c(c2)OCCO3)C(C(=O)NCC2CCCO2)c2ccc(F)cc2)c1N (configuration not stated)
→ 3	-10	7	-10	6	1	4	-4	-26	-3	-6
Cc1ccc(S(=O)(=O)N2C[C@H]3n4c(=O)ccc(=O)n4C[C@H](OC(=O)NC4CCCC4)[C@@]3(O)C2)cc1
→ ·	-7	-3	·	-13	-1	9	-1	3	-9	-9
Cc1occc1C(=O)Nc1nnc(C2CCCCC2)s1
→ 1	-186	10	-93	-9	6	-53	3	-336	-8	-33
CCc1nc2ccc(C(=O)Nc3cccc(NS(C)(=O)=O)c3)cn2c1N(CC)CCOC
→ ·	-4	-3	·	8	-12	3	12	7	-5	7
CCOC(=O)c1ccc(N2C(=O)C(CC(N)=O)N(CCc3ccc(OC)c(OC)c3)C2=S)cc1 (configuration not stated)
→ 2	-3	2	6	-2&0	-8	26&2	-12	8	-4	-9
CC1=CC(C)(C)n2c(O)c(N=N)c3cc(C)cc1c32
→ -1	11	-2	14	-4	34	9	-17	38	-3	-17
CCc1cccc(NC(=O)C2CCN(S(=O)(=O)c3ccc4c(c3)NC(=O)CO4)CC2)c1
→ 3	19	-7	-17	-7	-7	10	1	4	-2	18
Cc1cc(C(=O)CSc2nnnn2C)c(C)n1-c1cccc(F)c1
→ 3	-206	-2	-94	-7	-4	-90	1	-175	-9	-125

One compound at a time (already shown):
`Cc1occc1C(=O)Nc1nnc(C2CCCCC2)s1` reads NR2E3 ag-1 = 1; Peg3 promoter = -186; PDI inh = 10; MITF TRPM1 inh = -93; Vif imaging = -9; CF NFkB block = 6; Shn3 3UTR inh = -53; KKLEB cytotox = 3; HIF-2a block = -336; CaV13 ICDI inh = -8; NR2E3 ag-2 = -33
`CC(C)CNS(=O)(=O)c1ccc(OCC(=O)Nc2ccc3c(c2)OCCO3)cc1` reads NR2E3 ag-1 = 2; Peg3 promoter = 13; PDI inh = -1; MITF TRPM1 inh = 3; Vif imaging = ·; CF NFkB block = -18; Shn3 3UTR inh = -5; KKLEB cytotox = 2; HIF-2a block = 11; CaV13 ICDI inh = -5; NR2E3 ag-2 = 15

Next part
Every second line gives: NR2E3 ag-1	Peg3 promoter	PDI inh	MITF TRPM1 inh	Vif imaging	CF NFkB block	Shn3 3UTR inh	KKLEB cytotox	HIF-2a block	CaV13 ICDI inh	NR2E3 ag-2
COc1ccc(C2C(=O)N(CCc3ccccc3)CC(=O)N2C2CCCCC2)cc1 (configuration not stated)
→ -1	12	0	3	8	-5	1	5	11	-8	13
COc1ccc(CNC(=O)c2sccc2-c2ccccc2)cc1OC
→ 0	13	-5	7	-17	4	52	12	9	-5	58
CN(C)S(=O)(=O)c1cccc(NC(=O)COC(=O)CCc2nc3ccccc3s2)c1
→ 2	7	7	-5	-3	11	16	-9	8	0	-12
CC1CC(C)CN(c2ccc(C(=O)OCC(=O)NC3CCCc4ccccc43)cc2[N+](=O)[O-])C1 (configuration not stated)
→ -2	4	0	-5	4	-2	1	1	17	·	2
O=C(COc1ccc(CO)cc1)Nc1ccc(F)cc1
→ 3	-60	10	-45	5	-1	-23	1	-115	·	-1
O=c1cc(-c2ccccc2)nc2cc(-c3ccc(Br)cc3)[nH]n12
→ 4	-144	3	-21	0	-24	-79	-14	-31	-5	-67
CC(=O)NC(=S)Nc1ccccc1F
→ 0	1	-1	-3	58*	-4	·	9	5	-6	-16
COc1cccc(Cn2c(=O)c3ccccc3n3nc(C)cc23)c1
→ 2	13	-1	2	4	10	9	1	26	-2	-2
O=C(CCc1nc(-c2ccccc2Cl)no1)NC1CCCCC1
→ 6	15	1	-10	-5	-1	10	7	6	-19	10
O=C(c1ccc(S(=O)(=O)Nc2cccc(C(F)(F)F)c2)cc1)N1CCC1
→ -1	12	-10	-1	-17	-10	12	-14	2	-2	23
CCN1C(=O)[C@H]2[C@@H](c3ccc(C)cc3)N3C(=O)N(c4cccc(Cl)c4)C(=O)[C@@]3(Cc3ccccc3)[C@H]2C1=O
→ -2	9	0	1	·	7	7	-10	16	-5	-1
Cc1ccsc1C(=O)OCC(=O)N(C)C1CCCCC1
→ ·	-171	-1	-16	0	13	-25	-1	-209	-2	-78
CCCOc1ccc(OCCSc2ncccn2)cc1
→ 1	-190	-6	-65	-14	3	-49	-3	-190	-4	-118
O=C(OCC(=O)N1CCN(C(=O)c2ccco2)CC1)c1cccc(F)c1
→ 0	-21	-12	-16	4	-15	-11	2	-1	-2	18
COC(=O)c1ccc([C@H]2CC(=O)O2)cc1
→ 2	11	-4	-13	-4	-24	-23	-6	-4	0	25
Cc1nc2ccc([N+](=O)[O-])cc2c(=O)n1Cc1ccc(F)cc1
→ 5	24	-3	2	-6	-6	-10	2	17	-19	-7
CC(NC(=O)c1ccco1)C(c1cccs1)N1CCOCC1 (configuration not stated)
→ 2	3	·	5	3	15	-16	1	12	-3	-17
O=C(NCc1ccco1)C1CCN(S(=O)(=O)c2cccc([N+](=O)[O-])c2)CC1
→ 3	12	-4	11	-3	0	-2	0	6	-2	-1
COc1ccc(/C=C/C(=O)N2CCN(S(=O)(=O)/C=C/c3ccccc3)CC2)cc1OC
→ 0	5	2	4	9	-13	-5	4	11	-6	-11
Cc1oc(-c2cccc(Cl)c2)nc1CN1CCC(C(=O)NCCCN2CC(C)CC(C)C2)CC1 (configuration not stated)
→ 1	92*	4	96*	-7	-6	-14	-3	1	·	-13
COc1ccc2cc(Br)ccc2c1CC(=O)NCC1CCCO1 (configuration not stated)
→ 6	7	-1	1	3	-2	-7	-7	5	8	5
